# S-ASM inh – Inhibitors of Secretory Acid Sphingomyelinase (S-ASM): qHTS; hit rate 0.006% among 340,000; Potency, µM (highest dose often 57.5 µM), without a hit: at the highest dose activity change, negative = inhibition, hits mostly inhibitors; placental ASM, HMU-PC fluorogenic substrate, 60 min; AID 504937, 2011; also: potency is read from the fitted curve at half-maximal effect
#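 qHTS format. ASM enzyme prepared from human placenta hydrolyses the fluorogenic substrate HMU-PC0 (9 uM final) over 60 min at 37 °C after a 10 min compound preincubation.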
# AT treatment – qHTS Assay for Identifying a Potential Treatment of Ataxia-Telangiectasia; […] A-T fibroblasts, KAP-1 phosphorylation AlphaLISA; neocarzinostatin DNA damage 30 min before lysis; Potency, µM (doses to about 57.5 µM), for the others: top-dose activation, hits mostly activators; hit rate 0.19% among 320,000; AID 485349, 2010; also: potency is read from the fitted curve at half-maximal effect; % of control where 0% means no effect; nearly all actives have a fitted effect of over 45% in size
#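 ATM-like activity read as KAP-1 phosphorylation via AlphaLISA donor/acceptor antibody pairs after lysis and 6 hr at 25C. Cells were ATM-null patient fibroblasts ([…], hTERT), dosed 60 min, then exposed to the DSB inducer NCS for 30 min.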
# PTAP TSG101 blk – qHTS Assay for Iinhibitors of HIV-1 Budding by Blocking the Interaction of PTAP/TSG101. Tumor susceptibility gene 101 protein (Homo sapiens), Q99816. Fluorescence polarization, FITC-PTAP peptide / Tsg101 binding. Potency, µM (titrated, usually from 115 µM), inactives show at the top dose activity change, negative = inhibition, usual class: inhibitors. 340,000 tested, under 10 active. AID 493005, 2010; active = well fitted inhibition curve with a large enough effect in the main read-out, with a control signal flat, not every such curve was filed as active; inconclusive = small, poorly fitted or top-dose-only effect, or effect the other way, or a change in a side signal; inactive = no such curve, though single readings can be large or run the other way; also: potency is read from the fitted curve at half-maximal effect; % of control where 0% means no effect
#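 Fluorescence anisotropy tracks displacement of a FITC-tagged PTAP peptide (50 nM) from the Tsg101 binding domain (10 uM), following a 20 min room-temperature incubation at pH 7.5.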
# TCR act – Activators of T cell receptors: qHTS campaign; primary human leukocytes, anti-CD3, IL-2 HTRF, 48 h; Potency, µM (highest dose often 9.22 µM), without a hit: at the highest dose activation of IL-2 secretion, usual class: activators; 330,000 tested, under 10 active; AID 504894, 2011; also: % of control where 0% means no effect
#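 Primary human leukocytes receive a-CD3 beads and test compound and are incubated 48 hr. Secreted IL-2 is then assayed by HTRF, measuring 665nm acceptor emission after 320nm excitation of the europium donor.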
# BCR signal inh – qHTS Assay to Find Inhibitors of Chronic Active B-Cell Receptor Signaling; ABC-DLBCL IkBa-CBG/CBR reporter, luminescence ratio, 4 h; Potency, µM (series often up to 46.1 µM), without a hit: top-dose ratio change, negative = lower green/red ratio, actives largely listed as inhibitors; hit rate 0.05% among 340,000; active = well fitted inhibition curve with a large enough effect in the signal ratio, with a control signal flat, not every such curve was filed as active; inconclusive = small, poorly fitted or top-dose-only effect, or effect the other way, or a change in a side signal; the % refers to the signal ratio;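 also: potency is read from the fitted curve at half-maximal effect; plate controls were basal doxycycline-induced cells for no effect and cells given 10 µM MG132 for full effect; MG132 reads +100%, hits lower the ratio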
#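 Concentration-response series (up to 46 uM) were applied to TMD8 dual-reporter cells for 4 h at 37C with doxycycline. Green/red ratio, after filter-overlap correction, defined %Activity; red signal alone was normalised to basal cells and zero luminescence.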
# Tb PFK inh – qHTS Assay to Find Inhibitors of T. brucei phosphofructokinase. ATP-dependent 6-phosphofructokinase (Trypanosoma brucei brucei), O15648. T. brucei PFK, ADP-Glo luminescence. Potency, µM (top dose mostly 57.5 µM), inactives show at the top dose activity, negative = inhibition, hits mostly inhibitors. hit rate 0.17% among 330,000. AID 485367, 2010;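 also: potency is read from the fitted curve at half-maximal effect; 0% = uninhibited 1x PFK enzyme wells and -100% = no-enzyme wells; nearly all actives have a fitted effect of over 60% in size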
#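 ADP-Glo luminescence quantified ADP after 45 min at room temperature, with 1.25 nM T. brucei PFK, 0.1 mM ATP and 0.5 mM fructose-6-phosphate in pH 8.0 TEA buffer. qHTS titrations up to 57 µM; curves classified by quality.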
# Eya2 inh – qHTS Assay for Inhibitors of the Phosphatase Activity of Eya2 | AID 488837, 2010 | hit rate 0.006% among 330,000 | recombinant Eya2, OMFP fluorescence dephosphorylation (OMFP is methylfluorescein phosphate) | Potency, µM (titrated, usually from 76.9 µM), inactives show at the top dose activity, negative = inhibition, hits mostly inhibitors; also: potency is read from the fitted curve at half-maximal effect; % is scaled to controls: 0 for no effect and ±100 for the full control effect
#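 Eya2 protein (added as 0.2 uM solution) was preincubated with compound for 10 min at ambient temperature in 50 mM HEPES pH 7.5, 50 mM NaCl, 5 uM MgCl2, 0.05% BSA, 1 mM DTT. OMFP (added at 50 uM) then reacted 10 min; fluorescence read at 485/525 nm.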
# TSHR antag – Antagonists of the Thyroid Stimulating Hormone Receptor: HTS campaign; Thyrotropin receptor (Homo sapiens), P16473; TSHR-expressing cells, TSH-stimulated cAMP HTRF, 2 h; stronger effect = lower value; activity change, negative = inhibition, % at 11.5 µM; hit rate 0.2% among 330,000;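 active = activity change below a set negative limit, meaning inhibition stronger than a set level, cut at about -70% in these data; inconclusive = activity change between two set negative limits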; also: % is scaled to controls: 0 for no effect and ±100 for the full control effect
# Target sequence (P16473 whole entry, looked up): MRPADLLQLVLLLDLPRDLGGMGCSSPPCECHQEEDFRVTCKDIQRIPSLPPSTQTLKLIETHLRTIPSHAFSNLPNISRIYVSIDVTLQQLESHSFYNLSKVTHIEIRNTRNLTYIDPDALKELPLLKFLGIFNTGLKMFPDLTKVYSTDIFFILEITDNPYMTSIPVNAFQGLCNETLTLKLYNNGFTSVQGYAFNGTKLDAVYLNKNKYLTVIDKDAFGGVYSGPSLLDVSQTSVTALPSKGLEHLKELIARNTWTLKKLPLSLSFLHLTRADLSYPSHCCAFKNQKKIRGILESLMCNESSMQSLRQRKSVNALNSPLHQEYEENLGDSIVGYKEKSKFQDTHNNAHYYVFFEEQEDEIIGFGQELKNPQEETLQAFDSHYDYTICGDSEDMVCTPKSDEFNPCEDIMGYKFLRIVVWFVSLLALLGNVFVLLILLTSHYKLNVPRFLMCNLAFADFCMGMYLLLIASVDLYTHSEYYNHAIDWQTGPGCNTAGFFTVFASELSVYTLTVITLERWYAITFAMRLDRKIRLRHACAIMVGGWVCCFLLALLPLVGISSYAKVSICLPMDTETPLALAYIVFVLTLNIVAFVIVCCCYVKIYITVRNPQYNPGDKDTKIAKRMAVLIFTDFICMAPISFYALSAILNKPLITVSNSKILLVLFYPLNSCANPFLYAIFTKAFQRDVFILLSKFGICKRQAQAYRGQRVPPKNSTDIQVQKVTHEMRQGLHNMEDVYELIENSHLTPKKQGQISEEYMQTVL
#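 TSHR-expressing cells were treated with compounds, then stimulated with TSH at EC80 (4nM final) for 2 hours at 37 deg C. Cellular cAMP was measured by HTRF competition between lysate cAMP and cAMP-d2 for a cryptate-labelled anti-cAMP antibody.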
# Mito fusion act – qHTS Assay for Small Molecule Inhibitors of Mitochondrial Division or Activators of Mitochondrial Fusion. AID 485298, 2010. S. cerevisiae fusion-defective mutant growth rescue, CellTiterGlo 48 h. Potency, µM (highest dose often 46.1 µM), for inactives: top-dose growth rescue (activation), hits mostly activators. hit rate 0.23% among 320,000;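 also: potency is read from the fitted curve at half-maximal effect; % of control where 0% means no effect; nearly all actives have a fitted effect of over 45% in size; temperature-sensitive fusion mutants such as fzo1-1 at 37 °C on non-fermentable ethanol glycerol medium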
#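 Temperature-sensitive fusion-defective S. cerevisiae (e.g. fzo1-1, mgm1-5) were grown with compound in YPEG medium (3% ethanol, 3% glycerol) for 48 hours at 37C. Growth rescue was measured as viability by CellTiterGlo luminescence after 10 minutes at ambient.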
# ELG1 DNA repair – qHTS screen for small molecules that inhibit ELG1-dependent DNA repair in human embryonic kidney (HEK293T) cells expressing luciferase-tagged ELG1; hit rate 2.3% among 330,000; AID 504467, 2011; HEK293T ELG1-luciferase reporter, luminescence, 16 h; DNA damage induced by 5-fluorouridine; Potency, µM (series often up to 46.1 µM), inactives show top-dose activity change, negative = inhibition, usual class: inhibitors; also: potency is read from the fitted curve at half-maximal effect; % is scaled to controls: 0 for no effect and ±100 for the full control effect; nearly all actives have a fitted effect of over 55% in size
#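 Cells (2,000 per well) received 5-fluorouridine plus test compound or DMSO and were incubated 16 hr at 37 °C, 5% CO2. Luciferase activity was read by luminescence 30 min after ONE-Glo addition; signal suppression marked inhibition of damage-induced ELG1 function.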
# Integrin act MD – qHTS for Activators of Integrin-Mediated Alleviation for Muscular Dystrophy | alpha7betagal myoblasts, beta-gal FDG fluorescence, 48 h | Potency, µM (doses to about 38.3 µM), without a hit: top-dose activation, most hits filed as activators | hit rate 0.064% among 350,000;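 also: potency is read from the fitted curve at half-maximal effect; 100% = response of the positive control SU9516; nearly all actives have a fitted effect of over 60% in size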
#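 Alpha7betagal+/- myoblasts (passage 13) were plated 16-24 hr, then exposed to compounds (1:260 dilution of DMSO stock) for 48 hours at 37C. After MPER lysis, β-galactosidase reporter activity was read as FDG fluorescence (ex 480/em 540) after 30 minutes.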
# * hit, by the source's call; ? = inconclusive; · = not tested or not shown; [ ] = another dose, or the depositor's remark. Unless noted, calls follow the shape of the dose curve; as a rule, active = well fitted curve in the direction sought with a large enough effect; inconclusive = small, poorly fitted or top-dose-only effect, or another doubt; inactive = no such curve, though single readings can be large; an effect the other way counts as inactive or inconclusive.
compound | S-ASM inh | AT treatment | PTAP TSG101 blk | TCR act | BCR signal inh | Tb PFK inh | Eya2 inh | TSHR antag | Mito fusion act | ELG1 DNA repair | Integrin act MD
O=C(NN1CCOCC1)c1ccc(Cl)c(Cl)c1 | 4% | -1% | -2% | 8% | -8% | -1% | -15% | 2 | -1% | -1% | 11%
COc1cccc(CNC(=O)CCNS(=O)(=O)c2cccc3nsnc23)c1 | -3% | -2% | -6% | -112% | 2% | -4% | -5% | 8 | -1% | 3% | 0%
NC(=O)C1(N2CCCCC2)CCN(C(=S)Nc2ccc(F)cc2)CC1 | 5% | 12% | -2% | 9%[46.1 µM] | 2% | 3% | 3% | 11 | 0% | -13% | 1%
Cc1ccccc1S(=O)(=O)/N=C(/Nc1nc2ccccc2s1)c1ccccc1 | -1% | 0% | -9% | 1% | 9% | -2% | -4% | · | · | ? | -2%
O=[N+]([O-])c1cc([N+](=O)[O-])c(Oc2cccc(Cl)c2Cl)cc1NN1CCCCC1 | -5% | 0% | -2% | 4% | -3% | 0% | -7% | 2 | 3% | 0% | 2%
COc1ccccc1C(=O)NC(=O)COC(=O)CNC(=O)c1ccccc1 | 2% | 1% | 1% | 7% | -6% | -1% | 7% | 2 | -5% | 15% | -7%
C=C(C)C(=O)Nc1ccc(NC(C)C)cc1 | -1% | -1% | -1% | 0% | ? | -9% | 5% | -9 | 7% | 25% | 11%
c1ccc(OCCCn2nnc(-c3ccncc3)n2)cc1 | -1% | 2% | -2% | -1%[46.1 µM] | 15% | -1% | -5% | -8 | 0% | -35% | 18%
CCCCC(=O)NC(=S)NNC(=O)CCc1ccccc1 | 3% | -7% | -5% | 13% | 7% | -8% | -1% | 3 | -4% | 0% | -2%
O=C(Nc1ccccc1C(=O)NCCN1CCOCC1)c1cccc([N+](=O)[O-])c1 | -1% | -5% | 1% | -12% | ? | 3% | -5% | 17 | -3% | 10% | -17%
Cn1c(=O)[nH]c(=O)c2c1nc(N1CCN(Cc3ccccc3)CC1)n2CCCc1ccccc1 | 1% | · | -4% | · | -3% | 1% | 11% | 36 | -4% | ? | 2%
Cc1ccc(OCc2nc3c4c(ncn3n2)-c2ccccc2CC42CCCC2)cc1 | -2% | 10% | 1% | 0%[46.1 µM] | 12% | 1% | 5% | 3 | -1% | -14% | 8%
COCc1c(C(=O)N/N=C(\C)c2ccncc2)nnn1-c1nonc1N | 2% | 6% | -2% | 5% | 2% | -1% | -2% | 6 | -1% | -1% | -11%
CC(=O)Nc1ccc(S(=O)(=O)N2CCN(Cc3nc4sc(C)c(C)c4c(=O)[nH]3)CC2)cc1 | -1% | 0% | -2% | 0% | -2% | 2% | -14% | 0 | -2% | 1% | 25%
O=C(CCc1ccccc1)N[C@@H]1c2ccccc2CC[C@H]1OCc1ccccc1 | -3% | 15% | -3% | 0%[46.1 µM] | -1% | -4% | -10% | 1 | · | ? | -11%
CC(=O)c1sc(NC(=O)C2CCN(C(=O)c3ccc(F)cc3)CC2)nc1-c1ccccc1 | · | 6% | 0% | -1% | ? | -2% | -11% | -15 | 1% | ? | -2%
CC(C)OC(=O)C1CC(C)(O)C(=O)C(C(=O)OC(C)C)C1c1ccc([N+](=O)[O-])cc1 (centres undefined) | 9% | -5% | -2% | 0% | 7% | 3% | 17% | 12 | 21% | -8% | -31%
COc1ccc(S(=O)(=O)N2CCN(C(=O)CCC3CCCC3)CC2)cc1 | -3% | 0% | -7% | -21% | -3% | 4% | 0% | 5 | 10% | -19% | 13%
CC1CN(C(=O)COC(=O)c2ccc(C#N)cc2)CC(C)O1 (centres undefined) | 1% | 1% | -6% | -1% | 3% | -1% | -10% | -6 | 9% | 1% | 25%
S=C(NCc1ccco1)Nc1ccc(Cl)cn1 | 6% | 0% | -2% | 3% | 6% | -10% | 11% | -3 | -18% | -1% | -16%
Cn1cccc1Cc1nnc(SCC(=O)N2CCCC2)n1CCc1ccccc1 | 6% | -16% | -1% | 2% | ? | -2% | 3% | 19 | 1% | 4% | 8%
[O-]/C(=C(\C(=S)Nc1cccc2ccccc12)[n+]1ccccc1)c1ccc(Cl)s1 | -1% | -17% | -2% | -6%[46.1 µM] | -12% | 0% | 5% | 5 | 3% | 2% | 7%
CC1=C(C(=O)Nc2cccc(C(=O)NC3CCCCC3C)c2)SCCO1 (centres undefined) | 5% | 5% | -12% | 0% | ? | -1% | 3% | -9 | 1% | ? | -14%
Nc1cccnc1Oc1ccc(F)cc1F | 1% | -1% | 0% | 4% | 2% | 0% | ? | 12 | 1% | 1% | 29%
COC(=O)CSc1nc2ccccc2o1 | 1% | 3% | -4% | 2% | 8% | -2% | 16% | 15 | 0% | 5% | 4%
COc1cc(OC)cc(C(=O)N[C@H](C(=O)Nc2nc(-c3cc(OC)ccc3OC)cs2)C(C)C)c1 | -4% | 3% | -1% | 6% | -5% | -1% | 6% | -4 | 14% | 21µM* | -41%
Cn1cc(/C=C(\C#N)C(=O)Nc2ccccc2O)c2ccccc21 | -14% | 11% | ? | -4% | ? | 11% | -9% | -4 | -1% | 8.2µM* | 39%
C=CCNC(=O)C(=O)N/N=C/c1ccco1 | -1% | 1% | -1% | 0%[46.1 µM] | -25% | -1% | -8% | 17 | -2% | 13% | 9%
Cc1noc(C)c1NC(=O)N1CCN(Cc2ccccc2)CC1 | 5% | 6% | -1% | 3% | -1% | -3% | 3% | 0 | 4% | 12% | -8%
Cc1ccc2c(c1)c1c(n2CC(O)Cn2c(C)nc3ccccc32)CCCC1 (centres undefined) | -10% | 7% | -1% | -2% | -1% | 2% | -6% | -5 | -1% | 6% | -43%

# The list goes on; it opens with the 4 that closed the last part.
compound | S-ASM inh | AT treatment | PTAP TSG101 blk | TCR act | BCR signal inh | Tb PFK inh | Eya2 inh | TSHR antag | Mito fusion act | ELG1 DNA repair | Integrin act MD
Cn1cc(/C=C(\C#N)C(=O)Nc2ccccc2O)c2ccccc21 | -14% | 11% | ? | -4% | ? | 11% | -9% | -4 | -1% | 8.2µM* | 39%
C=CCNC(=O)C(=O)N/N=C/c1ccco1 | -1% | 1% | -1% | 0%[46.1 µM] | -25% | -1% | -8% | 17 | -2% | 13% | 9%
Cc1noc(C)c1NC(=O)N1CCN(Cc2ccccc2)CC1 | 5% | 6% | -1% | 3% | -1% | -3% | 3% | 0 | 4% | 12% | -8%
Cc1ccc2c(c1)c1c(n2CC(O)Cn2c(C)nc3ccccc32)CCCC1 (centres undefined) | -10% | 7% | -1% | -2% | -1% | 2% | -6% | -5 | -1% | 6% | -43%
Cc1nc(SCC(=O)NC2CCCC2)[nH]c(=O)c1Cc1ccccc1 | 3% | -3% | -6% | -5% | 1% | 0% | -10% | -2 | -2% | -18% | -20%
CC(C)Cc1cc(C(=O)N2CCN(c3ccc(F)cc3)CC2)no1 | -4% | -7% | -3% | 4% | 7% | 3% | 4% | -11 | 10% | -10% | 18%
COc1ccc(N(C(=O)C(C)C)S(=O)(=O)c2cccc([N+](=O)[O-])c2)cc1 | -1% | 4% | -1% | 0% | -3% | 3% | 11% | 4 | 1% | 0% | -2%
CN(C)S(=O)(=O)c1cccc(NC(=O)c2ccc(S(=O)(=O)N3CCCC3)cc2)c1 | -1% | 7% | -1% | 4% | ? | -10% | 3% | -5 | -6% | -15% | -10%

# Bioassay records: PubChem BioAssay, National Center for Advancing Translational Sciences (NCATS)
